Assay outcomes deposited in PubChem by NCI.
All columns: NCI-60 one-dose screen, growth in % after 48 h at 10 µM unless noted; 100 = growth as untreated, 0 = no growth, -100 = all killed.
UACC-257 – UACC-257 melanoma; 78,000 tested, 4.4% active
SK-MEL-28 – SK-MEL-28 melanoma. 81,000 tested, 4.1% active. AID 1794761
MDA-MB-435 – MDA-MB-435 melanoma | AID 1794794 | 82,000 tested, 7.8% active
SK-MEL-5 – SK-MEL-5 melanoma | 80,000 tested, 6.4% active
LOX IMVI – LOX IMVI melanoma; 79,000 tested, 7.4% active
MALME-3M – MALME-3M melanoma. 78,000 tested, 5.8% active
SK-MEL-2 – SK-MEL-2 melanoma; 77,000 tested, 4.7% active; AID 1794763
UACC-62 – UACC-62 melanoma; 81,000 tested, 5.4% active; AID 1794756
* marks the source's active call; other numbers are inactive results; nt = not tested or not shown; [ ] = dose if it differs, or a comment. The calls were made as follows: active = growth percent below 10; inactive = the rest.

item	mol	UACC-257	SK-MEL-28	MDA-MB-435	SK-MEL-5	LOX IMVI	MALME-3M	SK-MEL-2	UACC-62
1	CN(C)CCCn1c2c(c3ccccc31)CCCCC2	69	103	100	95	95	102	101	106
2	Nc1nc(-c2n[nH]c(=S)n2-c2ccc(Oc3ccccc3)cc2)cs1	102	110	103	108	95	103	nt	94
3	O=C(O)c1ccc(-n2cc(CNc3cccc(Br)c3)c(-c3ccc(C(F)(F)F)cc3)n2)cc1	84	82	75	64	86	91	105	84
4	NCC(O)C(O)C(O)C(O)CO (configuration not stated)	85	108	100	101	98	91	96	nt
5	O=C1CSC(c2cccc(Oc3ccccc3)c2)N1CCc1cccs1 (configuration not stated)	94	93	92	77	90	88	nt	91
6	CC(=O)Oc1cc(NS(=O)(=O)c2ccc(C)cc2)ccc1C(=O)O	97	115	109	100	93	104	97	101
7	CCOC(=O)COc1ccc(OC)cc1	108	107	100	99	105	103	105	101
8	COc1ccc(-c2nonc2NC(=O)c2cccc(C)c2)cc1OC	112	105	99	76	89	101	99	86
9	Cc1ccc(-c2cc3nc(N(C)C)nc(-c4ccco4)n3n2)cc1	103	99	89	88	75	110	97	85
10	CCOC(=O)c1cnc2c(C)cc(C)cc2c1Nc1ccc(OC)c(OC)c1	104	107	92	91	92	104	105	99
11	O=C1/C(=C/c2ccc(Cl)cc2)CCc2ccccc21	nt	104	93	100	96	103	nt	91
12	COc1ccccc1NC(=O)C1CCC(=O)N1c1ccc(F)cc1 (configuration not stated)	96	108	94	100	102	100	97	93
13	C[N+]1=C(/C=C/c2ccc(I)cc2)C(C)(C)c2ccccc21	104	85	76	90	38	86	96	95
14	O=C(Cn1cc(-c2ccc3c(c2)ncn3-c2ccccc2)cn1)NCCn1cc(COCCOCCNc2cccc3c2C(=O)N(C2CCC(=O)NC2=O)C3=O)nn1 (configuration not stated)	101	106	101	100	101	96	99	100
15	O=S1(=O)N=C2N3C=C(C(F)(F)F)C=C(Cl)C3=NN2c2ccncc21	108	102	111	115	92	83	104	96

Quoted from above: nos. 1 to 14
item	mol	UACC-257	SK-MEL-28	MDA-MB-435	SK-MEL-5	LOX IMVI	MALME-3M	SK-MEL-2	UACC-62
1	CN(C)CCCn1c2c(c3ccccc31)CCCCC2	69	103	100	95	95	102	101	106
2	Nc1nc(-c2n[nH]c(=S)n2-c2ccc(Oc3ccccc3)cc2)cs1	102	110	103	108	95	103	nt	94
3	O=C(O)c1ccc(-n2cc(CNc3cccc(Br)c3)c(-c3ccc(C(F)(F)F)cc3)n2)cc1	84	82	75	64	86	91	105	84
4	NCC(O)C(O)C(O)C(O)CO (configuration not stated)	85	108	100	101	98	91	96	nt
5	O=C1CSC(c2cccc(Oc3ccccc3)c2)N1CCc1cccs1 (configuration not stated)	94	93	92	77	90	88	nt	91
6	CC(=O)Oc1cc(NS(=O)(=O)c2ccc(C)cc2)ccc1C(=O)O	97	115	109	100	93	104	97	101
7	CCOC(=O)COc1ccc(OC)cc1	108	107	100	99	105	103	105	101
8	COc1ccc(-c2nonc2NC(=O)c2cccc(C)c2)cc1OC	112	105	99	76	89	101	99	86
9	Cc1ccc(-c2cc3nc(N(C)C)nc(-c4ccco4)n3n2)cc1	103	99	89	88	75	110	97	85
10	CCOC(=O)c1cnc2c(C)cc(C)cc2c1Nc1ccc(OC)c(OC)c1	104	107	92	91	92	104	105	99
11	O=C1/C(=C/c2ccc(Cl)cc2)CCc2ccccc21	nt	104	93	100	96	103	nt	91
12	COc1ccccc1NC(=O)C1CCC(=O)N1c1ccc(F)cc1 (configuration not stated)	96	108	94	100	102	100	97	93
13	C[N+]1=C(/C=C/c2ccc(I)cc2)C(C)(C)c2ccccc21	104	85	76	90	38	86	96	95
14	O=C(Cn1cc(-c2ccc3c(c2)ncn3-c2ccccc2)cn1)NCCn1cc(COCCOCCNc2cccc3c2C(=O)N(C2CCC(=O)NC2=O)C3=O)nn1 (configuration not stated)	101	106	101	100	101	96	99	100

Following part:
item	mol	UACC-257	SK-MEL-28	MDA-MB-435	SK-MEL-5	LOX IMVI	MALME-3M	SK-MEL-2	UACC-62
16	CC1=CC(=O)Nc2ccccc2S1	114	104	107	99	97	111	109	102
17	CC(O)c1ncc(/C=C2\SC(=S)N(Cc3ccccc3)C2=O)s1 (configuration not stated)	96	92	80	94	93	93	91	99
18	CC1=CC(=O)C(C(C)=Nc2ccccc2[N+](=O)[O-])C(=O)O1 (configuration not stated)	98	113	99	105	87	108	nt	nt
19	N=C(N)c1ccc(-c2ccc(-c3cc(Cl)cc(Cl)c3)s2)s1	-46*	34	-70*	87	-82*	-13*	83	-74*
20	Nc1nn2cc(-c3ccc(Cl)s3)nc2c2ccccc12	nt	94	93	84	82	101	50	82
21	O=C(CN1CCOCC1)N1c2cccc3cccc(c23)N(C(=O)CN2CCOCC2)C1c1cn(-c2ccccc2)nc1-c1cccc([N+](=O)[O-])c1	95	101	102	97	96	90	114	79
22	Nc1nc(N)c(N=O)c(Nc2ccc(Cl)c(Cl)c2)n1	126	108	94	99	88	97	105	81
23	COc1ccc(/C=C2\C(=O)N=C3N2NC(=O)C(=O)N3c2ccccc2)cc1	100	104	107	93	96	105	101	93
24	CN(c1ccccc1)S(=O)(=O)c1ccccc1	109	117	109	101	100	112	144	101
25	CCS(=O)(=O)C(C(OC(C)=O)C(OC(C)=O)C(OC(C)=O)C(COC(C)=O)OC(C)=O)S(=O)(=O)CC (configuration not stated)	104	128	105	94	96	93	108	100
26	CCCN(CCC)C(=O)C(c1ccccc1)C1(O)CCCCC1 (configuration not stated)	103	103	105	101	94	112	96	87
27	O=c1nc2c(-c3ccccc3)n[nH]n2c2sc3c(c12)CCCC3	nt	111	109	105	97	104	94	99
28	COC(=O)c1c(C(=O)OC)c2ccc3c4ccccc4ccc3n2c1C(=O)C(C)Br (configuration not stated)	57	65	10	24	-5.7*	38	27	34
29	O=S(=O)(NCCCNc1cc(-c2cn(-c3ccccc3)nc2-c2cccc(O)c2)ccn1)c1ccc(C(F)(F)F)cc1	nt	22	35	8.7*	27	23	73	27
30	CCCCCCCCCCCCC[N+](C)(C)Cc1ccccc1	-44*	-57*	-74*	nt	-88*	-45*	-80*	-84*
31	CC(=O)Nc1cccc(F)c1	113	254	100	106	102	101	101	115
32	O=C(CSc1nc(-c2ccccc2)cc(=O)[nH]1)c1ccc2ccccc2c1	97	107	107	101	104	112	97	91
33	CCC(=O)c1ccc2ccccc2c1	109	107	110	105	98	nt	98	92
34	O=C1[C@H]2Cc3c([nH]c4ccccc34)[C@@H](c3ccc(Br)cc3)N2C(=O)CN1C1CCN(Cc2c(F)cccc2F)CC1	70	65	45	47	46	78	90	51
35	CCN(CC)CCCC(C)Nc1c2ccc(Cl)cc2nc2ccc(OC)cc12 (configuration not stated)	-89*	-58*	-19*	-88*	-48*	nt	58	nt
36	OCc1cnccc1N1CCCC1	98	111	109	106	101	105	99	102
37	O=C1CCC(OCc2cc(=O)c(O)co2)N1 (configuration not stated)	97	102	102	105	104	109	98	97
38	NS(=O)(=O)c1ccc(-n2c(=O)c3cc4c(=O)n(-c5ccc(S(N)(=O)=O)cc5)c(=O)c4cc3c2=O)cc1	98	103	101	101	105	105	109	91
39	O=C(Cc1ccccc1)NCc1ccccc1	100	124	103	92	96	90	107	105
40	Clc1ccc2nc(-c3nnc(-c4ccccc4)o3)c(Cl)nc2c1	107	107	103	99	87	95	107	91
41	C=C(C)[C@@H]1CC[C@]2(C(=O)N[C@H](Cc3ccccc3)C(=O)OC)CC[C@]3(C)[C@H](CC[C@@H]4[C@@]5(C)C/C(=C/c6ccco6)C(=O)C(C)(C)[C@@H]5CC[C@]43C)[C@@H]12	97	100	102	90	100	89	106	77
42	Cc1ccc(-c2[nH]ncc2C2OC[C@@]3(C)[C@H]4CCC5(C)OC(C6=CCOC6=O)C[C@H]5[C@]4(C)CC[C@H]3O2)cc1 (some centres not stated)	94	120	95	83	nt	90	102	91
43	CCCC1=NNC(=O)C1	91	104	99	104	108	101	106	114
44	Cn1c(=O)c2c(c3ccccc31)OC(N)=C(C#N)C21C(=O)c2cccc3cccc1c23 (configuration not stated)	103	110	91	102	99	104	109	92
45	COc1cc(CCn2nnc3c(Nc4ccc(N5CCCC5)cc4)ncnc32)cc(OC)c1	99	82	29	87	79	96	103	75
46	c1ccc(CCC2CCCCN2)nc1 (configuration not stated)	90	110	108	110	98	118	98	107
47	O=C(Nc1ccccc1)Nc1cccc(N=Cc2c(O)ccc3ccccc23)c1	103	110	99	99	96	99	109	91
48	COc1cc(-c2nn(-c3ccccc3)cc2-c2ccnc(NCCNS(=O)(=O)c3ccccc3)n2)ccc1Cl	nt	109	101	73	86	122	86	80
49	Cc1ccc(OCCCn2ccc(=O)[nH]c2=O)c(C)c1	92	106	100	89	103	99	107	38
50	Nc1cccc(-c2nc3sccn3c2-c2ccnc(NCCCNS(=O)(=O)c3ccc(Cl)cc3)n2)c1	106	116	98	90	100	110	118	87
51	Cc1cc(C)c(NC(=O)c2sc3nc4c(cc3c2N)CN(Cc2ccccc2)CC4)c(C)c1	48	57	-19*	26	39	nt	24	24
52	Cc1nc2sc(C(=O)Nc3ccccc3)c(N)c2c(C)c1Br	97	88	86	81	55	69	91	70
53	Cc1ccccc1NC(=O)NC(CC(N)=O)c1ccc2c(c1)nc(-c1cccc(Oc3ccc(C(C)(C)C)cc3)c1)n2CCCN1CCCCC1C (configuration not stated)	-71*	-72*	-54*	-73*	-73*	-53*	52	83
54	CN(C)C(=S)Oc1ccccc1C1SCCS1	103	111	104	98	96	100	111	97
55	O=c1c2sc3ccccc3c2nc2c(-c3ccccc3)n[nH]n12	102	129	109	108	89	111	99	91
56	Cc1cc(N2CCOCC2)nc(N(CCCNc2ccnc3cc(Cl)ccc23)Cc2ccc3c(c2)OCO3)n1	-31*	-43*	-45*	-37*	-91*	-20*	-19*	-18*
57	COC(=O)CSC1=C(C)C(=O)c2ccccc2C1=O	101	108	105	97	92	111	116	80
58	Cc1cccc(C)c1OCCN(C)C	83	104	106	98	105	106	97	98
59	Cc1c(C(N)=O)cc([N+](=O)[O-])cc1[N+](=O)[O-]	105	113	106	96	101	97	111	106
60	CNC1=C([N+](=O)[O-])C(c2ccc(OC)cc2)c2c([nH]c(=O)[nH]c2=O)N1 (configuration not stated)	104	106	103	102	96	105	105	100
61	C#CCCN(Cc1ccccc1OC)Cc1ccccc1S(=O)(=O)c1ccccc1	nt	102	87	91	84	99	96	63
62	O=C(Nc1ccc(S(=O)(=O)NC2CCCCCC2)cc1)C(c1ccccc1)S(=O)(=O)c1ccc(F)cc1 (configuration not stated)	-25*	1.5*	-17*	-36*	5.1*	-4.3*	-23*	-9.7*
63	COc1ccc(/C=C(/c2ccc([N+](=O)[O-])cc2)c2nn[nH]n2)c2ccccc12	nt	104	105	97	103	98	111	90
64	C(=C(\C1=NCCN1)n1ccc2ccccc21)/c1cccc2ccccc12	102	103	86	89	65	91	105	80
65	CCCCN1C(=O)CC(SC2CC(=O)N(CCCC)C2=O)C1=O (configuration not stated)	99	121	108	104	95	nt	100	97
66	CCC(c1nnc(-c2ccccc2)o1)N(C)c1cccc(-c2ccc3c(c2)OCCO3)c1C (configuration not stated)	96	103	96	97	90	100	105	80
67	CC(=O)c1nc2ccccc2n1CCn1cc(CC(N)C(=O)O)c2ccccc21 (configuration not stated)	110	109	101	96	89	100	nt	80
68	Nc1ccc2ccccc2c1C(=O)c1ccccc1	101	115	115	107	111	107	106	98
69	COc1ccc(-c2nc(NN)c3c(C)nn(-c4ccc(F)cc4)c3n2)cc1	45	61	0.8*	41	42	62	24	36
70	COc1ccc(/C=C(/C(=O)n2cnc3ccccc32)c2cc(OC)c(OC)c(OC)c2)cc1	81	98	42	95	99	101	92	73
71	Nc1ccc2[nH]ncc2c1	112	103	104	113	96	116	117	101
72	CCCC[N+]1(C)CCN=C1Cc1ccccc1 (configuration not stated)	94	110	104	98	100	98	103	97
73	C=CCc1ccc(OC(=O)[C@@H](C)c2ccc3cc(OC)ccc3c2)c(OC)c1	107	104	104	103	94	100	105	97
74	CCCCCCCC[Si](OCC)(OCC)OCC	114	104	109	111	103	92	102	104
75	O=C(NCCc1ccc(O)c(O)c1)c1cc(Cl)ccc1Nc1ccnc(C(F)(F)F)c1	103	105	81	91	90	97	97	96
76	O=C(Nc1ccccc1F)OCCCl	94[100 µM]	106[100 µM]	101[100 µM]	99[100 µM]	99[100 µM]	105[100 µM]	113[100 µM]	91[100 µM]
